Bioassay records (PubChem BioAssay)
RmlCD inh 1536: blocks M. tuberculosis RmlC and RmlD coupled enzymes. P9WH09+P9WH11. RmlC+RmlD coupled enzyme assay, percent inhibition; primary screen in compound mixtures. inhibition, % at 3.6 µM. 0.03% of 160,000 active. AID 1533; in the data active means inhibition mostly above about 34%, no sharp cut-off; further: some results filed as inactive read as strong as hits
Target sequence (P9WH09 whole entry, looked up): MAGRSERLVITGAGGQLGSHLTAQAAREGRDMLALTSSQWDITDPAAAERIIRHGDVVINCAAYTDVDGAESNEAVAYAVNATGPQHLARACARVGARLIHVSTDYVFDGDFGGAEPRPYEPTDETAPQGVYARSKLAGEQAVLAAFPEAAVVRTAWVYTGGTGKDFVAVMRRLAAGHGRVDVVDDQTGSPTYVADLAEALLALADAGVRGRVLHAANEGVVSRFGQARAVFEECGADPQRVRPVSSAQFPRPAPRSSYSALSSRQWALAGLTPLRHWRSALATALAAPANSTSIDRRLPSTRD
Target sequence (P9WH11 whole entry, looked up): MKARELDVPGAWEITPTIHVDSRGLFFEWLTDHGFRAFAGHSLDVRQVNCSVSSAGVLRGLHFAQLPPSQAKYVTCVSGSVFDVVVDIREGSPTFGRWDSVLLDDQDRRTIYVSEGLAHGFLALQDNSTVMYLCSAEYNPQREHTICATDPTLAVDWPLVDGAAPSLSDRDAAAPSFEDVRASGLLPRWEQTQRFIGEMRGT
GlmU inhibition: inhibition of mycobacterial GlmU enzyme – biochemical, glucosamine-1-phosphate acetyltransferase (AID 1376); M. tuberculosis GlmU acetyltransferase enzyme assay; higher % means a stronger effect; inhibition, %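 (tested at 30 µM in the primary screen)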; hits with a dose series show IC50 in µM; 0.25% of 220,000 active; in the data active means inhibition above about 13%;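 further: 0% = complete reaction with vehicle and 100% = reaction without substrate; strong numbers were not always called active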
* = called active by the depositor; / = no result given.

| molecule | RmlCD inh 1536 | GlmU inhibition |
| --- | --- | --- |
| CC12C(=O)N(c3ccc(C(=O)N4CCOCC4)cc3)C(=O)C1C1c3ccccc3C2c2ccccc21 (configuration not stated) | -9.6 | -1.4% |
| O=C1C2C(c3ccccc3)(C(=O)N1c1ccc(Cl)cc1)C2(c1ccccc1)c1ccccc1 (configuration not stated) | -7.8 | -4.1% |
| OCCNCc1ccc(-c2ccccc2)cc1 | -9.3 | 7.2% |
| O=C(Nc1cccnc1)c1cc(-c2ccc(F)cc2)on1 | -10.5 | 8.3% |
| COc1cc(C2SCC(=O)Nc3c2c(C)nn3-c2ccccc2)cc(OC)c1OC (configuration not stated) | / | 3.1% |
| C/C(=N\NC(=O)CSc1nc2ccccc2o1)c1cccc(O)c1 | -10.5 | -3.5% |
| COc1cccc(C(=O)NNC2OC(CO)C(O)C2O)c1 (configuration not stated) | / | -2.8% |
| O=C(N/N=C/c1ccc(Br)s1)c1cccnc1 | 2.0 | 2.4% |
| Nc1scc[n+]1Cc1cccc2cccnc12 | / | -0.5% |
| Cc1ccc2cc(COC(=O)C3CCCO3)c(=O)[nH]c2c1 (configuration not stated) | / | -1.5% |
| Cc1ccc(C2(c3noc(CN(C)Cc4ccccn4)n3)CCCC2)cc1 | / | -3.0% |
| Cc1ccc(NS(=O)(=O)c2cccc(C(=O)NCCc3c[nH]c4ccccc34)c2)c(C)c1 | 14.3 | 4.3% |

Entries of single compounds, quoted from the list. Values in the order: RmlCD inh 1536	GlmU inhibition
Cc1ccc(C2(c3noc(CN(C)Cc4ccccn4)n3)CCCC2)cc1 as listed: /	-3.0%
Cc1ccc2cc(COC(=O)C3CCCO3)c(=O)[nH]c2c1 (configuration not stated) as listed: /	-1.5%

Next part
| molecule | RmlCD inh 1536 | GlmU inhibition |
| --- | --- | --- |
| O=C1c2ccccc2C(=O)N1CN(C(=O)c1ccccc1)c1ccc(O)cc1 | -10.3 | -0.2% |
| CC1CCCC(C)N1CCNC(=O)CCn1nc(-c2ccccc2)ccc1=O (configuration not stated) | 10.9 | / |
| Cc1ccc(Nc2nc3ccccc3n3nnnc23)cc1 | -13.6 | 0.4% |
| O=C(Nc1cccc(Cl)c1)c1cnn2cccnc12 | / | 3.1% |
| CCc1cccc(NC(=O)c2cc(S(=O)(=O)N(C)C)ccc2N2CCCC2)c1 | 7.7 | -6.2% |
| O=C1c2ccccc2C(=O)N1c1ccc(Cl)cc1 | 3.9 | -4.6% |
| COC(=O)C(NC(=O)c1ccccc1)(Nc1cc(C)cc(C)n1)C(F)(F)F (configuration not stated) | / | 6.5% |
| Cc1ccc(/C=C/C(=O)Nc2ccc(S(=O)(=O)Nc3ncccn3)cc2)cc1 | -13.7 | -2.5% |
| Cc1ccc(N2CC(C(=O)N3CCN(C(=O)c4ccco4)CC3)CC2=O)cc1 (configuration not stated) | / | 3.4% |
| CCC1(c2ccc(F)cc2)NC(=O)N(CC(=O)Nc2ccc(-c3nc4ccc(C)cc4s3)cc2)C1=O (configuration not stated) | / | -5.7% |
| COc1ccc(-c2ocnc2C(=O)NCc2nn(-c3ccccc3)nc2C)cc1 | -2.3 | -4.8% |
| O=C(Nc1ccc(OC(F)(F)C(F)F)c(NC(=O)c2cccc(F)c2)c1)c1cccc(F)c1 | / | 3.5% |
| CCNc1c2c(nc3ccccc13)CC(C)(C)CC2=O | / | -4.3% |
| Cc1cccc(NC(=O)c2ccc(COc3cccc4ccccc34)o2)n1 | -6.9 | 3.9% |
| CC(Sc1ccccc1)C(=O)Nc1ccc(N2CCOCC2)cc1 (configuration not stated) | / | -1.2% |
| O=C(Cn1c(=O)sc2ccccc21)NCCOc1ccccc1F | -6.3 | -1.3% |
| Oc1ccc(/C=N/NC(=S)NCc2ccco2)cc1 | 5.0 | 1.9% |
| N#CC1=C(N)N2C(=C(C#N)C1c1ccc(Br)cc1)Nc1ccccc12 (configuration not stated) | -7.4 | -1.7% |
| CCN(CC)c1ccc(N2C(=O)c3ccccc3C2=O)cc1 | / | -1.7% |
| COc1ccc(C)cc1NC(=O)CSc1nnc(-c2ccc(C)cc2)o1 | 10.7 | 1.6% |
| Cn1c(NC(=O)c2ccc(Cl)cc2Cl)cc(=O)n(C)c1=O | 8.8 | -4.3% |
| Nc1ccc(O)c(-c2nc3ccccc3s2)c1 | -2.1 | 0.7% |
| COC(=O)c1cccc(N(C(=O)c2cnccn2)C(C(=O)NCc2ccccc2)c2ccco2)c1 (configuration not stated) | / | -1.8% |
| Cc1ccc2c(c1)C(c1ccccc1)NCC(=O)N2 (configuration not stated) | -0.5 | -1.1% |
| CCOC(=O)N1CCN(c2nc(-c3ccc(OC)cc3)no2)CC1 | / | 2.4% |
| Cc1ccccc1-n1c(C)nc2ccccc21 | -5.0 | -3.2% |
| NC(=O)CC1(CC(=O)O)CCCCC1 | / | 6.9% |
| COCCCNC(=O)Cn1c(=O)n(Cc2ccccc2Cl)c(=O)c2cc(OC)c(OC)cc21 | 11.4 | -6.5% |
| Cc1cc(C(=O)N/N=C/c2cccn2C)no1 | -15.0 | -6.4% |
| Cc1cccc(C(=O)N[C@H](C(=O)Nc2nc3ccccc3[nH]2)C(C)C)c1 | 2.4 | -1.0% |
| O=C(NCc1ccco1)c1cnn2cccnc12 | -4.8 | -5.0% |
| COc1cc(CN2CCC(C(=O)NC3CCCC3)CC2)cc(OC)c1O | 6.7 | -1.1% |
| O=C(CCC1CCCCC1)NCc1ccccn1 | 38.5 | 0.2% |
| CCOC(=O)C1CCCN(c2nc(C)nc3c2oc2ccccc23)C1 (configuration not stated) | -1.3 | -5.6% |
| COc1ccc(C2=Nn3c(nnc3-c3ccccn3)SC2)cc1OC | / | 0.3% |
| Cc1ccc(N2C(=O)CC(Sc3nc(-c4ccccc4)c4cc(Cl)ccc4n3)C2=O)c(C)c1 (configuration not stated) | 6.3 | -0.3% |
| Cc1ccccc1CN(c1ccc(C(=O)Nc2ccccc2C(=O)NCc2ccco2)cc1)S(C)(=O)=O | 8.0 | 3.9% |
| Cc1ccc(CNC(=O)C(Cc2ccccc2)NS(=O)(=O)c2ccc3c(c2)CCC(=O)N3)cc1 (configuration not stated) | / | -3.7% |
| COc1cccc(-c2nc(CS(=O)(=O)CC(=O)N3CCc4ccccc4C3)c(C)o2)c1 | 6.8 | -5.0% |
| CC[C@@H]1CN(C)[C@H]2Cc3c([nH]c4ccccc34)C(=O)C[C@@H]1[C@@H]2C(=O)OC | / | 1.0% |
| Cc1ccc(OCCC(=O)OCC(=O)Nc2cc(S(=O)(=O)N(C)C)ccc2C)cc1 | 28.6 | 9.3% |
| CN(C)C(=O)c1ccc(NC(=O)c2cc(-n3cnnc3)ccc2Cl)cc1 | -12.2 | 6.1% |
| CN1C(=O)C(=Cc2ccc(N(C)C)c([N+](=O)[O-])c2)C(=O)N(C)C1=O | 5.2 | 6.7% |
| COc1ccc(-c2noc(CSc3nc4ccccc4c(=O)n3-c3ccccc3)n2)cc1 | 9.1 | 4.2% |
| O=C1CC2(CON=C2c2ccc(F)cc2)C(=O)N1c1ccc(F)cc1 (configuration not stated) | -12.8 | 2.9% |
| COc1ccc(-n2nc3cc(C)c(N)c(Br)c3n2)cc1 | -0.8 | -2.4% |
| COc1cc(C(=S)N2CCCCC2)ccc1OCC(=O)N1CCCC1 | / | 7.8% |
| Cc1cc(F)ccc1NC(=O)c1ccc(NS(=O)(=O)c2cc(C(C)(C)C)ccc2C)cc1 | 5.0 | -7.5% |

Going on with the list.
Results follow in this order: RmlCD inh 1536	GlmU inhibition
O=C(Oc1ccccc1N1C(=O)C2CCCCC2C1=O)c1ccccc1F (configuration not stated)
 : -10.6	4.2%
C=CCN1C(=O)C(C)(C)Nc2ccccc21
 : /	6.9%
Cc1cc(C(=O)OCC(=O)Nc2ccc(F)c(F)c2)c(C)o1
 : /	-1.7%
Cn1c(SCc2cccc([N+](=O)[O-])c2)nc2c(c1=O)SCC2
 : 6.8	-6.0%
C/C(=N\NC(=O)c1csc2ccccc12)c1ccc(O)cc1
 : /	-0.9%
CCCCn1c(SCC(=O)NCc2cccs2)nc2c1c(=O)n(C)c(=O)n2C
 : /	0.1%
CCCCN(C(=O)c1cccc(S(=O)(=O)N2CCOCC2)c1)c1c(N)n(CCC)c(=O)[nH]c1=O
 : -38.4	-3.6%
CCOC(=O)N1CCC2(CC1)C(C#N)=C(N)OC1=C2C(=O)CCC1
 : -8.8	2.5%
O=C(/C=C/c1ccc(S(=O)(=O)N2CCOCC2)cc1)N1CCN(c2ccc(F)cc2)CC1
 : 11.1	4.6%
COc1cc(C(C(=O)NC2CCCCC2)N(Cc2cccs2)C(=O)Cc2c[nH]c3ccccc23)cc(OC)c1OC (configuration not stated)
 : -3.0	-6.4%
O=C(O)CSc1nnc(NC(=O)c2ccc3c(c2)OCO3)s1
 : -9.4	2.7%
CCc1nnc(NC(=O)C(C)C)s1
 : -0.4	-2.5%
COc1ccc(C(O)(CCc2ccccc2)CCN2CCCCC2)cc1 (configuration not stated)
 : 3.5	2.5%
CCOC(=O)CN=C(NS(=O)(=O)c1ccc(Cl)cc1)c1ccccc1
 : -9.3	0.7%
CC(=O)NC1=NC(=O)/C(=C/c2cc(C)n(-c3ccc(NC(C)=O)cc3)c2C)S1
 : -2.7	3.5%
CCCCn1c(SCC(=O)NNC(=O)c2ccco2)nnc1-c1ccco1
 : 10.8	3.1%
COc1ccc(OC)c(NC(=O)Cn2cccc2)c1
 : /	0.4%
Cc1cccc(NC(=O)C(C)Oc2ccccc2C)n1 (configuration not stated)
 : 5.0	5.0%
COc1ccc(C2C3=C(CCCC3=O)Nc3nc(SCc4ccccc4)nn32)cc1OC (configuration not stated)
 : /	2.9%
COc1ccc(NC(=O)C2CCCN(S(=O)(=O)c3c(C)[nH]c(=O)[nH]c3=O)C2)cc1 (configuration not stated)
 : -5.0	4.3%
O=C(NCc1ccccc1)c1csc2c1CCCC2
 : -3.4	-3.9%
O=C(Nc1cccnc1)Nc1cc(Cl)cc(Cl)c1
 : 5.8	0.7%
O=C(Nc1nnc(-c2ccc(F)cc2)o1)c1cc(Cl)sc1Cl
 : -5.1	0.9%
CCn1c(=O)cc(N2CCC3(CC2)OCCO3)[nH]c1=O
 : /	-3.5%
COc1ccc(C2C3=C(CC(C)(C)CC3=O)Oc3ncn(CCCn4ccnc4)c(=N)c32)cc1 (configuration not stated)
 : -8.7	-0.7%
CCOc1ccnc(OCC)c1Br
 : /	-2.8%
COc1cc(CCC(=O)Nc2cc(Cl)ccc2N2CCN(C)CC2)cc(OC)c1OC
 : /	-3.3%
Cn1c(=O)c2c(nc(CN3CCN(Cc4ccccc4)CC3)n2Cc2cccc(Cl)c2)n(C)c1=O
 : /	0.2%
CC(C(=O)NCC1(c2ccccc2)CCCC1)N1CCCC1 (configuration not stated)
 : 15.0	-5.8%
O=C1OC(N2CCN(c3ccccn3)CC2)c2ccccc21 (configuration not stated)
 : /	2.6%
CCOc1ccccc1N(C(=O)c1snc(C(N)=O)c1N)C(C(=O)NCCC(C)C)c1ccco1 (configuration not stated)
 : -9.0	9.1%
COc1ccc(CCNC(=O)c2ccc(CNS(=O)(=O)c3ccccc3)cc2)cc1OC
 : -3.1	-3.7%
C[N+]1(CC(=O)OC2CCCCCCCCCCC2)CCCC1
 : -7.8	-1.9%
CSc1cccc(NC(=O)C2CCN(C(=O)c3ccccc3C)CC2)c1
 : -15.8	1.5%
C[C@H]1C=C(C(=O)NC2CC2)O[C@@H](OCc2ccc(CO)cc2)C1
 : /	0.6%
COC(=O)c1nc2cc3c(cc2c(C)c1C(=O)OC)OCO3
 : /	1.5%
Cn1c(N)c(C(=O)COC(=O)c2ccc3c(c2)OCCO3)c(=O)n(C)c1=O
 : /	-1.7%
CCOc1ccc(S(N)(=O)=O)cc1-c1nc2c(C(C)(C)C)nn(C)c2c(=O)[nH]1
 : /	3.2%
COC(=O)CC1SC(=O)NC1=Nc1ccc(O)cc1 (configuration not stated)
 : /	3.2%
CC12CN(Cc3ccccc3)CC(C)(CN(Cc3ccccc3)C1)C2=O
 : -5.7	-3.0%
CCCCN1C(=O)CC(C(=O)O)C1c1ccc(OC)cc1 (configuration not stated)
 : 6.3	/
CCCCCCCC(=O)N/N=C/c1ccncc1
 : 9.7	-1.7%
CCN1CCC2(CC1)N=C(c1ccc(F)cc1)C(=S)N2C(=O)c1ccc(C)cc1
 : -7.2	1.4%
CC(=O)c1cccc(N(C(=O)Cn2nnc3ccccc32)C(C(=O)NC2CCCCC2)c2cn(C)nc2C)c1 (configuration not stated)
 : /	-5.7%
C/C(=C(\C#N)C(=O)NCc1ccccc1)N(C)C
 : /	-1.5%
O=[N+]([O-])c1cc(C(F)(F)F)ccc1SCC(O)CO (configuration not stated)
 : -6.2	-8.4%
N#CC1(c2ccccc2)CCCN1C(=O)c1ccco1 (configuration not stated)
 : 7.6	2.7%
O=C(N/N=C/c1ccc(Br)cc1)c1cc[n+](Cc2ccccc2)cc1
 : -6.7	-5.1%
COc1c2c(cc3oc(=O)c4c5ccc(O)cc5oc4c13)OC(C)(C)CC2
 : /	9.1%
O=S(=O)(N/N=C\c1cccnc1)c1ccccc1
 : 11.0	4.8%
N=C1C(c2nc3ccccc3[nH]2)=C(O)CN1c1ccccc1
 : -44.8	8.3%

3 of these compounds, set out differently:
CC12C(=O)N(c3ccc(C(=O)N4CCOCC4)cc3)C(=O)C1C1c3ccccc3C2c2ccccc21 (configuration not stated)
  RmlCD inh 1536: -9.6
  GlmU inhibition: -1.4%
O=C1C2C(c3ccccc3)(C(=O)N1c1ccc(Cl)cc1)C2(c1ccccc1)c1ccccc1 (configuration not stated)
  RmlCD inh 1536: -7.8
  GlmU inhibition: -4.1%
OCCNCc1ccc(-c2ccccc2)cc1
  RmlCD inh 1536: -9.3
  GlmU inhibition: 7.2%

Arranged by heavy-atom count (lowest first): part of the list above
Results follow in this order: RmlCD inh 1536	GlmU inhibition
N#CC1(c2ccccc2)CCCN1C(=O)c1ccco1 (configuration not stated)
 : 7.6	2.7%
N=C1C(c2nc3ccccc3[nH]2)=C(O)CN1c1ccccc1
 : -44.8	8.3%
O=C(N/N=C/c1ccc(Br)cc1)c1cc[n+](Cc2ccccc2)cc1
 : -6.7	-5.1%

Some of the compounds tested; rates above refer to the full screens.
